EPAC2 agonist: qHTS for Agonist of cAMP-regulated guanine nucleotide exchange factor 4 (EPAC2): primary screen; hit rate 0.079% among 360,000; Potency, µM (titrated, usually from 154 µM), for the others: at the highest dose activation, most hits filed as activators; AID 720711, 2013; EPAC2 activation, biochemical qHTS; response scale: 100% = 6.5 mM cAMP response; further: potency means the concentration at half of the fitted maximal effect; nearly all actives have a fitted effect of over 50% in size
Target sequence (Q8WZA2 whole entry, looked up): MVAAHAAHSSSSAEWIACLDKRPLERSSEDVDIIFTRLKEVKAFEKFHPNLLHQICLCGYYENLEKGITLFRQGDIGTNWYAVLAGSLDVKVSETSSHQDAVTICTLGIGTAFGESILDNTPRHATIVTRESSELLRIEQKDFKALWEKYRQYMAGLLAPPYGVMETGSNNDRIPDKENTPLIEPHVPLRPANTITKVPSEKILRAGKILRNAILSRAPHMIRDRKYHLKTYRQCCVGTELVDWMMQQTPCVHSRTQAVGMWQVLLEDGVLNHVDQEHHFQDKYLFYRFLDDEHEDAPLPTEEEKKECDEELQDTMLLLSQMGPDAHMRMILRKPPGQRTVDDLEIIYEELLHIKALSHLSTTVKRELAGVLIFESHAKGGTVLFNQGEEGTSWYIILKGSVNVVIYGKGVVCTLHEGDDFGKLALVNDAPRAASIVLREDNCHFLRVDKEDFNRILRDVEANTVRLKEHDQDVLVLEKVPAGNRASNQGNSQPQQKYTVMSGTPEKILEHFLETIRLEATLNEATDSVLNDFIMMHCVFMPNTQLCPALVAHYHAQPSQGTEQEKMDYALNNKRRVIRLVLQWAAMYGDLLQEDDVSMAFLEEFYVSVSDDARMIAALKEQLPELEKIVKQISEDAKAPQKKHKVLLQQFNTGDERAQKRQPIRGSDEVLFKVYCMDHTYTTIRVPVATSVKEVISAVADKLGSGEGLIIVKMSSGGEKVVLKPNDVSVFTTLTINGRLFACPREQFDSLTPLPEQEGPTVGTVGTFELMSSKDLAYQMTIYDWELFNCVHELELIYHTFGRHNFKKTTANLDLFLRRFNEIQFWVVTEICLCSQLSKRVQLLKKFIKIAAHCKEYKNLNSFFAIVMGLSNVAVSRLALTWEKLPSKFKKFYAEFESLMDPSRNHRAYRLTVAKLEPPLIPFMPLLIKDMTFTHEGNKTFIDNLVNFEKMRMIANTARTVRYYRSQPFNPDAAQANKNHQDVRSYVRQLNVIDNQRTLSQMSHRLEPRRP
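Readout is BODIPY fluorescence (480 nm excitation, 540 nm emission), which falls as labeled GDP is exchanged off Rap1B. EPAC2 at 100 nM acted on 250 nM RAP1B-BODIPY-GDP with 50 uM GDP present.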
IL2 activator: qHTS of IL-2 Activators. AID 652025, 2013. hit rate 0.065% among 360,000. IL-2 activation reporter assay, cell-based qHTS; stimulated with anti-CD3/CD4/CD28 beads; in transgenic mouse T cells. activation, % (series mostly up to about 46 µM); in the data active means activation above about 50%; inconclusive means mostly about 30% to 49%; further: 0% is about no effect
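First, unstimulated transgenic mouse T cells were exposed to compound for 60 min. Next, anti-CD3/anti-CD4-coated beads with anti-CD28 were added. Finally, after 18 h at 37 degrees C, EGFP and DsRed were imaged.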
Nrf2 activator: qHTS of Nrf2 Activators; AREc32 ARE-luciferase reporter (MCF7-derived line), luminescence, 24 h; Potency, µM (series often up to 46.1 µM), without a hit: top-dose activation, hits mostly activators; hit rate 0.31% among 410,000; AID 624171, 2012; further: potency means the concentration at half of the fitted maximal effect; % of control where 0% means no effect; nearly all actives have a fitted effect of over 65% in size
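ARE activation measured as luciferase luminescence (Steady-Glo, 30 min RT) in AREc32_Fluc cells after 24 hr compound exposure at 37 deg C, 5% CO2; cells seeded overnight at 1000/well in OPTI-MEM, 5% FBS.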
S2 tox: Viability Counterscreen for Primary qHTS for Inhibitors of ATXN expression | S2 cells (HEK-293 line with an ATXN2-luciferase reporter) viability, CellTiter-Fluor protease fluorescence, 24 h | hit rate 0.49% among 400,000 | Potency, µM (titrated, usually from 56.7 µM), hits mostly cytotoxic; further: potency means the concentration at half of the fitted maximal effect; nearly all actives have a fitted effect of over 40% in size
Nrf2 block: Nrf2 qHTS screen for inhibitors; Potency, µM (highest dose often 46 µM), without a hit: top-dose activity change, negative = inhibition, actives largely listed as inhibitors; A549 ARE-Fluc reporter, luciferase luminescence, 18-24 h; hit rate 2.1% among 360,000; further: potency means the concentration at half of the fitted maximal effect; on the % scale 0 is the no-effect control and ±100 the full control effect; nearly all actives have a fitted effect of over 60% in size
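Two sequential reads on A549 ARE_Fluc cells exposed to compound for 18-24 h: a CellTiter-Fluor fluorescence read for viability, then a luciferase luminescence read for Nrf2/ARE activity.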
ATXN2 expr inh: Primary qHTS for Inhibitors of ATXN expression | HEK-293 ATXN2-luciferase reporter, luminescence, 24 h | AID 1745845, 2022 | hit rate 0.72% among 360,000 | Potency, µM (titrated, usually from 57 µM), for the others: at the highest dose activity change, negative = inhibition, hits mostly inhibitors; further: potency means the concentration at half of the fitted maximal effect; on the % scale 0 is the no-effect control and ±100 the full control effect; nearly all actives have a fitted effect of over 55% in size
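ATXN2-luciferase reporter cells (luciferase flanked by upstream and downstream ATXN2 gene portions) were treated 24 h at 37 °C with compounds at up to 57 uM. SteadyGlo luminescence gave expression; GF-AFC fluorescence gave viability.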
TGFb inhibitor: qHTS for Inhibitors of TGF-b; HepG2 CAGA-GFP TGF-b/SMAD3 reporter, GFP fluorescence, 18 h; TGF-beta stimulated, 500 pg/mL final; Potency, µM (doses to about 46.1 µM), without a hit: at the highest dose activity, negative = inhibition, hits mostly inhibitors; hit rate 1.2% among 410,000; further: potency means the concentration at half of the fitted maximal effect; on the % scale 0 is the no-effect control and ±100 the full control effect; nearly all actives have a fitted effect of over 65% in size
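Using HEPG2 CAGA-GFP reporter cells at 1000 cells/well, we pinned test compounds, stimulated with recombinant TGF-beta (500 pg/mL final) and measured total well GFP after 18 h.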
A549 tox: Nrf2 qHTS screen for inhibitors: counterscreen for cytotoxicity. A549 ARE-Fluc cells, CellTiter-Fluor viability, 18-24 h. Potency, µM (series often up to 46 µM), for the others: at the top dose activity change, negative = cytotoxicity, usual class: inhibitors. hit rate 0.16% among 390,000; further: potency means the concentration at half of the fitted maximal effect; on the % scale 0 is the no-effect control and ±100 the full control effect
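A549 ARE-Fluc cells in 5% FBS OPTI-MEM, 5000 cells/well, rested 2 h then exposed to compounds in concentration-response for 18-24 h at 37 °C. Viability by CellTiter-Fluor fluorescence (Ex 405/Em 525) after 30 min; luciferase luminescence (BugLite, 15 min, RT) read afterwards.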
HepG2 tox: qHTS for Inhibitors of TGF-b: Cytotox Counterscreen; HepG2 CAGA-GFP viability, ATP luminescence, 18 h; Potency, µM (series often up to 46.1 µM), for the others: top-dose activity change, negative = cytotoxicity, most hits filed as cytotoxic; hit rate 0.76% among 410,000; further: potency means the concentration at half of the fitted maximal effect; some results filed as inactive show a strong effect at the top dose
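CellTiter-Glo luminescence gave cytotoxicity after 18 hours at 37 degrees C. The cells were HepG2 CAGA-GFP in 1% FBS DMEM, stimulated with 500 pg/mL TGF-beta after compound addition. %Activity was normalised to no-cell wells (complete cell-killing) and DMSO (no toxicity), and curves were fitted and classified.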
* hit, by the source's call; i = inactive; ? = inconclusive; . = not tested or not shown; & = joins results of further samples; [ ] = dose if it differs, or a comment. Unless noted, the call rests on the fitted dose curve; in most records, active means well fitted curve in the direction sought with a large enough effect; inconclusive means small, poorly fitted or top-dose-only effect, or another doubt; inactive means no such curve, though single readings can be large; an effect the other way counts as inactive or inconclusive.

smiles | EPAC2 agonist | IL2 activator | Nrf2 activator | S2 tox | Nrf2 block | ATXN2 expr inh | TGFb inhibitor | A549 tox | HepG2 tox
O=C(Nc1ccc(Cl)c(Cl)c1)N1CCC(c2ccccc2)C1 (stereo not given) | . | . | -0.2% | . | . | . | ? | 4% | -27%
COc1ccc(N2C(=O)CSC2c2cccc(F)c2)c(OC)c1 (stereo not given) | -5% | 1.2 | -0.1% | i | -6% | 4% | -4% | -4% | -3%
Cc1nnc(SCc2c(Cl)cccc2Cl)s1 | 9% | -0.3 | 0.5% | i | . | 27% | -7% | -1% | 7%
C=CCc1cc(Cl)ccc1OCCOCCNC(C)(C)C | 5% | -3.7 | -1.7% | ? | 6% | . | -5% | 9% | -24%
Cc1ccc2cc3c(nc2c1)OCC3 | 2% | 0.0 | 5.4% | i | 5% | 15% | ? | -3% | -15%
Cc1nc(NC(=O)c2cc3ccccc3o2)sc1C | 1% | 4.3 | 0.2% | i | ? | ? | 0% | 5% | -24%
CCCOc1ccc(C(=O)CCC(=O)OCC(=O)N(C)c2c(N)n(Cc3ccccc3)c(=O)[nH]c2=O)cc1 | -1% | -4.3 | 0.5% | i | -15% | 9% | 6% | 1% | -59%
COc1ccc(NC(=O)CN(C)C(=O)c2ccc3c(c2)OCCO3)cc1 | 0% | -3.4 | -0.5% | i | 3% | 13% | -23% | -8% | -4%
CCOCCn1c(=O)c2c(nc3n2CCN3c2ccc(C)cc2)n(C)c1=O | -2% | -0.3 | -0.1% | i | 2% | 2% | -2% | -21% | 8%
Cc1ccc(-c2cn3c(n2)SCC3)cc1 | 3% | -2.5 | -0.2% | i | ? | 12%[11.3 µM] | -13% | 0% | -6%
CCOc1ccc(NS(=O)(=O)c2cc(C(=O)N3CC(C)OC(C)C3)ccc2C)cc1 (stereo not given) | -7% | 0.2 | -0.1% | i | 2% | -2% | -5% | -1% | -11%
COc1cc(C(C(=O)NC2CCCCC2)N(CCN2CCOCC2)C(=O)C2COc3ccccc3O2)cc(OC)c1OC (stereo not given) | -10% | -3.8 | 0.5% | i | 10% | -5% | -2% | -1% | -1%
CCSc1oc(-c2ccc(F)cc2)nc1S(=O)(=O)c1ccc(C)cc1 | . | . | -0.7% | . | -12%[9.27 µM] | . | -27% | 0% | -7%
Cc1ccc(Nc2nnc(SCC(=O)NCC3CCCO3)s2)cc1C (stereo not given) | 5% | 0.7 | 8.3% | i | 7% | 23% | -22% | 0% | -19%
COc1cccc(C(=O)C(CCC#N)c2ccccc2)c1 (stereo not given) | 7% | -1.6 | 2.4% | i | . | . | -1% | . | 1%
CCc1cccc(NC(=O)CCC(=O)N2CCSc3ccccc32)c1 | 14% | -2.3 | 0.1%&6.1% | ? | ? | 2% | ? | -16%&6% | -19%&-29%
CCC1S/C(=N/N=C/c2ccco2)NC1=O (stereo not given) | 7% | -0.5 | ? | i | 9% | 2% | -7% | -1% | -20%
O=C(Cn1c(=O)oc2cc(S(=O)(=O)N3CCc4ccccc43)ccc21)N1CCCCC1 | 5% | -1.1 | -0.5% | i | -12% | 6% | -1% | 2% | 0%
O=c1c2ccccc2cnn1Cc1n[nH]c(=S)n1-c1ccc(F)cc1 | 0% | -3.0 | -1.1% | i | -2% | 24% | -18% | 3% | -16%
Cc1cc(C)c(NC(=O)c2cc3sc(Cl)cc3n2C)c(C)c1 | . | . | 0.7% | i | ? | 12% | -9% | 2% | 0%
CCOc1ccc(/C(O)=C2/C(=O)C(=O)N(c3ncccn3)C2c2ccc(Cl)cc2)cc1 (stereo not given) | -8% | -0.1 | -0.2% | i | -25% | 0% | 0% | -16% | -12%
Cc1noc(C)c1CN(C(=S)NC1CC1)c1ccccc1 | -10% | -1.1 | 0.3% | i | 11% | 5% | ? | -4% | -4%
O=S(=O)(Nc1nc2ccccc2[nH]1)c1ccccc1 | 1% | 0.7 | 0.4% | i | 4% | -1% | -8% | -6% | -3%
[O-]C(=C(C(=S)Nc1cccc2ccccc12)[n+]1cccc(CO)c1)c1ccc(Cl)s1 | 1% | -1.5 | 17% | i | 12% | 1% | -6% | -9% | 5%
COC(=O)c1cc(NCc2cccs2)ccc1N1CCOCC1 | 4% | -0.7 | 2.5% | i | . | 3% | -1% | 1% | -4%
CC(=O)NCCC(=O)Nc1cc(S(=O)(=O)N2CCCCC2)ccc1Oc1cccc(C)c1 | 1% | -0.8 | -0.3% | i | -16% | -3% | -4% | -4% | 11%
Cc1nc(N)ncc1Sc1ccc(Cl)cc1 | 0% | -2.4 | -0.1% | i | -10% | 11% | ? | -2% | -19%
CC(=O)NCCC1CCCCN1C(=O)c1cc(COc2cc(C)ccc2C)on1 (stereo not given) | 9% | -1.8 | 3.1% | i | ? | 55%[activator] | 10% | 0% | 3%
COc1ccc([N+](=O)[O-])cc1NC(=O)CSCc1ccc(Br)cc1 | 17% | -4.6 | 11% | i | ? | -16% | 22% | 0% | -2%
O=C(CCN1C(=O)C2C3C=CC(C3)C2C1=O)N1CCN(c2cccc(Cl)c2)CC1 (stereo not given) | 10% | -0.3 | 0.2% | i | ? | -5% | 8% | -5% | 1%
NC(=O)NNc1cccc(Cl)n1 | 3% | -1.5 | -1.0% | i | 8% | . | 5% | 6% | 9%
COc1ccc(C(=O)NCCSC2CCCCC2)cc1 | -8% | 0.2 | 3.2% | i | ? | 55%[activator] | 8% | -14% | 1%
OCCNCc1cc(Br)ccc1OCc1ccc(Cl)cc1Cl | 7% | -0.5 | -1.5% | ? | -26% | ? | ? | -25% | 16µM*
CCOC(=O)c1cc2c(ccn2C)n1CC(=O)N(C)C | 7% | 2.0 | -0.9% | i | -4% | -32% | -14% | 0% | -9%
Cc1cccc(NC(=O)Cn2cnc3c(oc4nc5c(cc43)COC(C)(C)C5)c2=O)c1 | -10% | 0.1 | 0.1% | i | 15% | 2% | 2% | 1% | 6%
Cc1ccccc1N1CCN(C2CCCN(C(=O)c3ocnc3C)C2)CC1 (stereo not given) | 4% | -0.7 | -0.4% | i | -10% | 0% | -1% | 3% | -4%
Cc1cc(=O)n2[nH]c(NCc3ccc(F)cc3)nc2n1 | . | . | 0.5% | i | 14% | -1% | 11% | 17% | -3%
O=C(NCC(c1ccco1)N1CCc2ccccc2C1)c1cccc([N+](=O)[O-])c1 (stereo not given) | 5% | -1.9 | 2.1% | i | -7% | -11% | -12% | -12% | 1%
O=C(NCc1ccc(F)cc1)c1ccc(S(=O)(=O)N2CCCC2)cc1 | 7% | -1.9 | -1.2% | i | . | . | -4% | . | -39%
O=C(COC(=O)c1ccc([N+](=O)[O-])o1)NC1CCCCC1 | 8% | 1.2 | -0.1% | i | -6% | 1% | ? | -7% | -43%

A few values from the entries so far:
Under A549 tox, COc1ccc(C(=O)NCCSC2CCCCC2)cc1 is listed with -14%
Under TGFb inhibitor, Cc1cc(=O)n2[nH]c(NCc3ccc(F)cc3)nc2n1 is listed with 11%
Under ATXN2 expr inh, Cc1cccc(NC(=O)Cn2cnc3c(oc4nc5c(cc43)COC(C)(C)C5)c2=O)c1 is listed with 2%

Further results follow.
smiles | EPAC2 agonist | IL2 activator | Nrf2 activator | S2 tox | Nrf2 block | ATXN2 expr inh | TGFb inhibitor | A549 tox | HepG2 tox
Cc1ccc(NC(=O)/C(=C\c2cccc(Br)c2)NC(=O)c2ccco2)cc1 | 4% | -2.4 | 0.2% | i | -5% | 6% | 1% | -1% | -3%
Cc1ccc(OCC(=O)OCC(=O)c2cccc([N+](=O)[O-])c2)cc1C | 3% | -0.5 | -0.4% | ? | 9% | 2% | 10% | -1% | 8%
O=C(COC(=O)CCc1nc2ccccc2c(=O)[nH]1)Nc1ccc(Cl)cn1 | -1% | 1.4 | 0.5% | i | 8% | 5% | 8% | -3% | 0%
CCOC(=O)c1c(C)[nH]c(CCC(=O)Nc2ccccc2C(=O)OC)c1C | . | . | 1.1% | . | . | . | -3% | 1% | -14%
COc1ccc(Br)cc1CNc1ccc(N2CCOCC2)cc1 | 19% | 0.4 | 3.5% | i | ? | . | -1% | 5% | -3%
Cc1cc(=O)[nH]c2c(N=Nc3ccc(O)cc3)c(N)nn12 | 7% | 0.0 | 0.1% | ? | -3% | . | 12% | -11% | 8%
Cc1cc2c(cc1C)CN(c1ccccc1)C2 | -6% | 0.2 | 4.3% | i | ? | . | 25% | 4% | -4%
Cc1cccc(-n2nnc3cnn(C)c3c2=O)c1 | 2% | -3.8 | 0.0% | i | . | 10% | ? | 1% | 6%
CCN1CCN(CCOc2cccc(Oc3ccccc3)c2)CC1 | 9% | 1.6 | 2.5% | i | -15% | -26% | -19% | 5% | -23%
O=C(Nc1ccc2c(c1)OCCO2)c1cccc(S(=O)(=O)N2CCOCC2)c1 | 3% | -1.4 | 0.8% | i | ? | 42%[activator] | -9% | -2% | 1%
COc1cccc(N2CCN(c3ccc4nnc(CCC(=O)Nc5cc(C)ccn5)n4n3)CC2)c1 | 12% | 3.4 | 2.5% | i | ? | 1% | -7% | 2% | -3%
CC(C(=O)N(C)C1CCCCC1)N1CCC(C(N)=O)CC1 (stereo not given) | 4% | -0.3 | -0.9% | ? | 0% | 5% | -2% | -7% | -9%
